# Screening results as filed in PubChem BioAssay.
# GRP78 ERSR act – inducers of ER stress response in human glioma cells. U87-MG GRP78 promoter luciferase reporter, 16 h. Potency, µM, without a hit: top-dose activation, actives largely listed as activators. 420,000 compounds, 0.02% hits; also: potency is read from the fitted curve at half-maximal effect; series mostly up to about 76 µM; % of control where 0% means no effect; nearly all actives have a fitted effect of over 35% in size
#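 ERSR induction read as luciferase luminescence (Bright-Glo, 10 min at room temperature) in stably transfected human U87-MG glioma cells exposed to compounds for 16 h, using GRP78 as sensor.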
# Vif-A3F inh – Vif-A3F binding inhibition; HeLa A3F-eYFP + Vif (tagged APOBEC3F with the HIV-1 protein that degrades it), YFP fluorescence increase; Potency, µM (titrated, usually from 46.1 µM), inactives show at the highest dose activity, negative = active; 390,000 compounds, 0.2% hits; AID 602313; also: potency is read from the fitted curve at half-maximal effect; % of control where 0% means no effect; nearly all actives have a fitted effect of over 65% in size
#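 HeLa cells stably expressing A3F-eYFP plus Vif, plated and incubated overnight at 37 deg C, then exposed to compounds overnight at 37 deg C. Blocked degradation read as raised yellow fluorescence (Ex 488/Em 500-530).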
# LDHA block – inhibitors of human lactate dehydrogenase A; P00338; purified LDHA, NADH/diaphorase-resazurin fluorescence; hits give low values; activity change, % (values are at about 110 or 230 µM); 480,000 compounds, 0.15% hits; in the data active = activity change below about -30%; inconclusive = mostly about -25% to -30%;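 also: plate controls were DMSO wells for no effect and wells without enzyme for full effect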
#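 Enzyme activity of human lactate dehydrogenase 5 (2 nM; 0.06 mM NADH, 0.2 mM pyruvate, 5 min, RT) is measured via a resazurin/diaphorase fluorescence readout of residual NADH.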
# Vif-A3G inh – Vif-A3G binding inhibition; Q9HC16; HeLa A3G-eYFP + Vif (tagged APOBEC3G with the HIV-1 protein that degrades it), YFP fluorescence, overnight; Potency, µM (highest dose often 46.1 µM), inactives show top-dose activity, negative = active, usual class: inhibitors; 410,000 compounds, 0.076% hits; AID 602310;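 also: potency is read from the fitted curve at half-maximal effect; % is scaled to controls: 0 for no effect and ±100 for the full control effect; nearly all actives have a fitted effect of over 60% in size; hits raise eYFP signal because A3G escapes Vif-driven loss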
# Target sequence (Q9HC16 whole entry, looked up): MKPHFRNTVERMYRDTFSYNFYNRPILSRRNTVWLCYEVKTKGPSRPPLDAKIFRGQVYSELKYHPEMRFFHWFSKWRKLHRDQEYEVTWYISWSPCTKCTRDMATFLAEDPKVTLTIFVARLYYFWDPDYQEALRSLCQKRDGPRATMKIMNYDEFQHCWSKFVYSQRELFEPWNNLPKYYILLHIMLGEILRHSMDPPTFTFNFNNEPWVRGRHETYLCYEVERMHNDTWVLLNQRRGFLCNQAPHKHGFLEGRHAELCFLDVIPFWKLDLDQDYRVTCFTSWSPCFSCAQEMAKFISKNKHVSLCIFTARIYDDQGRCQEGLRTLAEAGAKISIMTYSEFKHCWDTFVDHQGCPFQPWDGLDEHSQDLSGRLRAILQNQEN
#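 Read-out is eYFP fluorescence (Ex 488/Em 500-530) from Vif-expressing HeLa A3G-eYFP cells; more signal means A3G escaped Vif-mediated degradation. Cells plated overnight, compound pinned in, incubated overnight at 37 deg C.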
# TrxR1 inh – blocks rat thioredoxin reductase 1 | Potency, µM (series often up to 114 µM), for inactives: top-dose activity change, negative = inhibition, actives largely listed as inhibitors | recombinant rTrxR1, NADPH fluorescence consumption, selenite substrate | 390,000 compounds, 1% hits | O89049; also: potency is read from the fitted curve at half-maximal effect; % is scaled to controls: 0 for no effect and ±100 for the full control effect; nearly all actives have a fitted effect of over 65% in size
# Target sequence (O89049 whole entry, looked up): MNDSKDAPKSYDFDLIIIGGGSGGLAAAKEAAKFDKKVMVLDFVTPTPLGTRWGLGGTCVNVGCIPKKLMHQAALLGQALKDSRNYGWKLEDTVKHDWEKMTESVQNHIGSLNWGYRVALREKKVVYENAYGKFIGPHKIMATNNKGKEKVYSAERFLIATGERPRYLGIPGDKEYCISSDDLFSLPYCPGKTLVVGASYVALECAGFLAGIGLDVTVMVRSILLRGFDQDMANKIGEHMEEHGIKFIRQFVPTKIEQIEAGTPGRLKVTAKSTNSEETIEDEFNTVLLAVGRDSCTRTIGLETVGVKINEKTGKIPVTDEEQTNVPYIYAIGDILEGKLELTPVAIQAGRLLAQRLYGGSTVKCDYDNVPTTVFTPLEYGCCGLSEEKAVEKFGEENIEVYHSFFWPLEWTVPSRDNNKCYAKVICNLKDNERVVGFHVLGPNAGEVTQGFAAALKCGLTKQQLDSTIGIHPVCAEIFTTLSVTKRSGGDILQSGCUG
#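 Rat TrxR1 (90 nM in the dispensed reagent) was pre-reduced with 400 uM NADPH for 5 min at room temperature, then incubated with compound for 15 min. After 400 uM selenite was added, NADPH fluorescence (Ex 340/Em 450 nm) was followed for 8 min.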
# RGS4 inhibitor – inhibitors of human regulator of G protein signaling 4 | 390,000 compounds, 0.039% hits | Potency, µM (titrated, usually from 114 µM), for the others: at the top dose activity change, negative = inhibition, hits mostly inhibitors | Transcreener GDP fluorescence polarization, RGS4-accelerated GTP hydrolysis; also: potency is read from the fitted curve at half-maximal effect; % is scaled to controls: 0 for no effect and ±100 for the full control effect; nearly all actives have a fitted effect of over 75% in size; some results filed as inactive show a strong effect at the top dose
# Target sequence (P49798 whole entry, looked up): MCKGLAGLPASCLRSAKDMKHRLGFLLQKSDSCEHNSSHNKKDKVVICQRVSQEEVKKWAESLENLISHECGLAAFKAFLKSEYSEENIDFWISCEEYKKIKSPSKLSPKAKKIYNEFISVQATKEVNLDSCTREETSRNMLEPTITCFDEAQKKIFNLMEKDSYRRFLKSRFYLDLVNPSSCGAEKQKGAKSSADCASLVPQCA
#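 MLSMR compounds (23 nl, pin-transferred) preincubated 10 min at room temperature with a 500nM (2x) first reagent, then RGS4 at 900nM (2x) plus Transcreener GDP mix added; fluorescence polarization (620/688 nm) read before and after 90 min at 30 °C.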
# IDH1 R132H inh – inhibitors of human mutant IDH1 R132H; IDH1-R132H enzyme, NADPH consumption, diaphorase/resazurin fluorescence; Potency, µM (doses to about 76.6 µM), inactives show top-dose activity change, negative = inhibition, most hits filed as inhibitors; 390,000 compounds, 0.093% hits; AID 602179; also: potency is read from the fitted curve at half-maximal effect; % is scaled to controls: 0 for no effect and ±100 for the full control effect; nearly all actives have a fitted effect of over 65% in size
#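 IDH1-R132H (0.5 ug/mL dispensed) in pH 7.5 Tris buffer was preincubated 30 min with compound, then given a substrate mix of 0.016 mM NADPH and 2 mM alpha-KG for 80 min at room temperature; remaining NADPH was read by diaphorase/resazurin fluorescence.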
# USP1-UAF1 inh – USP1/UAF1 (human) deubiquitinase inhibition; 390,000 compounds, 0.23% hits; Potency, µM (doses to about 57.1 µM), for the others: at the highest dose activity change, negative = inhibition, actives largely listed as inhibitors; recombinant USP1/UAF1, Ub-Rhodamine cleavage fluorescence; O94782; also: potency is read from the fitted curve at half-maximal effect; % is scaled to controls: 0 for no effect and ±100 for the full control effect; nearly all actives have a fitted effect of over 60% in size; inactives centre near -12
#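 1 nM enzyme complex + cpd, 15 min RT; start with Ub-Rho 150nM final; kinetic fluorescence ex 480/em 540, 6 reads q60 s. Buffer 50mM HEPES pH 7.8, 0.5mM EDTA, 0.1 mg/ml BSA, 1mM TCEP, 0.01% Tween-20.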
# TrxR1 substrate – is turned over as a substrate by rat TrxR1. O89049. purified TrxR1 substrate turnover, NADPH consumption readout. Potency, µM (top dose mostly 114 µM), without a hit: at the top dose activity change, negative = substrate turnover. 390,000 compounds, 0.01% hits. AID 588456; also: potency is read from the fitted curve at half-maximal effect; % is scaled to controls: 0 for no effect and ±100 for the full control effect; nearly all actives have a fitted effect of over 50% in size
#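 Rat TrxR1, dispensed at 90 nM, was prereduced with 400 uM NADPH (final) for 5 min at ~22 deg C, then incubated with compound 15 min before 400 uM selenite. A first-read NADPH fluorescence drop versus no-compound background flagged substrates.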
# * = called active by the depositor; ? = inconclusive; . = no result given; [ ] = another dose, or the depositor's remark. Unless noted, calls follow the shape of the dose curve; as a rule, active = well fitted curve in the direction sought with a large enough effect; inconclusive = small, poorly fitted or top-dose-only effect, or another doubt; inactive = no such curve, though single readings can be large; an effect the other way counts as inactive or inconclusive.
SMILES,GRP78 ERSR act,Vif-A3F inh,LDHA block,Vif-A3G inh,TrxR1 inh,RGS4 inhibitor,IDH1 R132H inh,USP1-UAF1 inh,TrxR1 substrate
NC(=O)c1ccc(NC(=O)CNC(c2ccccc2)c2ccccc2)cc1,-4%,0%,-9,0%,11%[57.1 µM],-21%,18%,-14%,8%[57.1 µM]
Nc1ccc(C=O)cc1,-1%,.,.,1%,-8%[57.1 µM],.,.,.,1%[57.1 µM]
Cc1nn(CC(=O)Nc2ccc(C(=O)N3CCCCC3)cc2)c(=O)c2ccccc12,-1%,-2%,-7,0%,-19%,-1%,13%,-5%,12%
O=C(c1ccc(NS(=O)(=O)c2ccc(F)cc2)cc1)N1CCN(c2ccccc2O)CC1,0%,-10%,1,1%,-26%,-14%,6%,-14%,-14%
CCOc1ccccc1C1CC(=O)Oc2c1c(=O)n(C)c1ccccc21 (stereo not drawn),-2%,-4%,-1,-3%,-3%,-15%,-13%,-7%,1%
O=C(CSc1nnc(NC(=O)C2CCC2)s1)Nc1ccc(N2CCOCC2)cc1,-1%,-7%,6,-9%,-19%,-56%[56.9 µM],4%,-8%,-7%
FC(F)(F)c1nnc2sc(-c3cccs3)nn12,-4%,2%,-16,0%,-15%,7%,2%,-4%,2%
CCc1nn(CC(=O)NCCc2ccc(OC)cc2OC)c(=O)c2cc3c(OC)cccc3n12,-3%,2%,-3,2%,1%,23%,-10%,-22%,6%
O=[N+]([O-])c1cc(-c2csc(NCCc3nc4cc(Cl)c(Cl)cc4n3CCCO)n2)ccc1Cl,-4%,1%,0,-6%,?,-24%,1%,-12%,-18%
Cc1ccc(S(=O)(=O)N2CCCOC2CNC(=O)C(=O)NCCc2c[nH]c3ccccc23)cc1 (stereo not drawn),-2%,0%,1,-5%,10%,-27%,-3%,2%,-5%
CCCCCCCCn1ccc(=N)cc1,-4%,2%,-8,1%,7%[57.1 µM],4%,5%,3%,11%[57.1 µM]
CCc1c(O)nc(SCC(=O)Nc2nc3ccccc3s2)n(-c2ccc(C)cc2)c1=O,3%,-15%,-9,-9%,16%,10%,5%,-1%,0%
CCOC(=O)C1=C(C)NC(C)=C(C(=O)OCC)C1c1ccc(OC)cc1,-2%,2%,1,-5%,-1%,-24%,5%,-20%,6%
CCN1C(=O)/C(=C\N(C)C)NC1=S,-5%,10%,-12,15%,0%,-1%,3%,-16%,-9%
Cc1c(NC(=O)c2cccc(NC(=O)Cc3ccc(Cl)cc3)c2)c(=O)n(-c2ccccc2)n1C,-4%,2%,-6,-1%,-31%,-19%,-15%,-13%,3%
O=C(C1CCCN1C(=O)c1cccs1)N1CCN(S(=O)(=O)c2ccc(F)cc2)CC1 (stereo not drawn),-2%,-2%,0,-5%,9%,-32%,0%,-5%,4%
CCOC(=O)CN1C(=O)COc2ccc(C(C)(C)C)cc21,-3%,-3%,-2,0%,9%,?,7%,-4%,-2%
Cc1ccc(C(C(=O)NCc2ccco2)N(C(=O)Cn2nnc3ccccc32)c2ccccc2)o1 (stereo not drawn),-5%,-12%,-3,-1%,2%[57.1 µM],5%,5%,-4%,1%[57.1 µM]
O=[N+]([O-])c1ccccc1/C=N/OCc1ccccc1,7%,9%,3,-5%,6%,-28%,8%,3%,2%
CCC(C)NC(=O)c1[nH]c2cc(OC)ccc2c1Sc1ccc(C)cc1 (stereo not drawn),-4%,-12%,-5,-4%,9%,-40%,1%,-14%,-6%
c1ccc2c(NCC3CCCO3)nc(N3CCCCC3)nc2c1 (stereo not drawn),-2%,2%,-2,5%,13%,14%,1%,-15%,19%
Cc1nn(C2CCS(=O)(=O)C2)c(C)c1CN(C)C(=O)c1cccc(Cl)c1 (stereo not drawn),-2%,2%,-9,-5%,8%,4%,-10%,-7%,-3%
O=C(CN1C(=O)COc2ccc(Cl)cc21)NCC1CCCO1 (stereo not drawn),-4%,2%,1,-1%,22%,-12%,0%,-5%,15%
N#CC1=C(N)SC(N)=C(C#N)C1c1ccnc2ccccc12,-2%,?,18,?,32µM*,?,-6%,?,2%
Cc1cc(C)c2c(CC(=O)Nc3c(C(=O)Nc4ccc(Cl)cc4)oc4ccccc34)coc2c1,2%,-9%,-2,-2%,-14%,15%,-9%,-4%,10%

# Looked up by structure from the entries so far (2):
SMILES,GRP78 ERSR act,Vif-A3F inh,LDHA block,Vif-A3G inh,TrxR1 inh,RGS4 inhibitor,IDH1 R132H inh,USP1-UAF1 inh,TrxR1 substrate
CCc1c(O)nc(SCC(=O)Nc2nc3ccccc3s2)n(-c2ccc(C)cc2)c1=O,3%,-15%,-9,-9%,16%,10%,5%,-1%,0%
FC(F)(F)c1nnc2sc(-c3cccs3)nn12,-4%,2%,-16,0%,-15%,7%,2%,-4%,2%

# The listing continues:
SMILES,GRP78 ERSR act,Vif-A3F inh,LDHA block,Vif-A3G inh,TrxR1 inh,RGS4 inhibitor,IDH1 R132H inh,USP1-UAF1 inh,TrxR1 substrate
CCOC(=O)c1c(C)nc2c(c1-c1ccc(Cl)cc1)C(=O)CC(C)(C)C2,-4%,7%,-2,-10%,-7%,14%,-2%,-11%,-12%
O=C(CCC(=O)N1CCN(c2ccccc2)CC1)Nc1nnc(C2CCCCC2)s1,-1%,-15%,0,5%,4%[57.1 µM],3%,3%,-14%,-23%[57.1 µM]
COc1ccc(C(=O)N2CCN(C(=O)c3cc(OC)c(OC)c(OC)c3)CC2)cc1,-6%,-11%,-6,3%,17%[57.1 µM],-15%,8%,-7%,10%[57.1 µM]
Cc1ccc2c(c1)cc(C(=O)N1CCN(c3ccccn3)CC1)n2C,-2%,-9%,-7,-3%,8%[57.1 µM],-10%,1%,-14%,9%[57.1 µM]
COc1cccc(OCc2cc(C(=O)N(C)Cc3nc(C)cs3)no2)c1,4%,2%,4,-3%,9%,4%,4%,-15%,1%
NC(=S)c1cc2cc(Cl)ccc2oc1=O,0%,7%,5,1%,3%[57.1 µM],-53%,9%,-15%,5%[57.1 µM]
Cc1ccc(C)c(OC(=O)C2CSC3(C)CCC(=O)N23)c1C (stereo not drawn),-1%,0%,2,-5%,-12%,-1%,-3%,-2%,-12%
Cc1ccc(-c2ccc(CN3C(C(C)C)C(=O)N(Cc4cn(CCC5OCCO5)nn4)CCS3(=O)=O)cc2)cc1 (stereo not drawn),-4%,-3%,-1,-16%,.,.,-8%,-14%,.
Cc1ccc(NC(=O)CCSc2nc(-c3ccco3)cc(C(F)(F)F)n2)cc1F,-4%,3%,1,-6%,9%,-4%,0%,-3%,1%
COc1cc(-c2nc3ccccn3c2/N=C/c2cccc(OC)c2O)ccc1O,2%,6%,12,-8%,42%[activator][57.1 µM],-12%,8%,-9%,3%[57.1 µM]
O=S(=O)(c1ccccc1)c1nc(Nc2cccc(O)c2)sc1Cl,-3%,-7%,-10,-6%,-12%,-14%,-2%,-12%,-12%
O=C(Nc1ccc(Cl)c(C(=O)N2CCOCC2)c1)c1ccccc1,0%,0%,-8,-5%,19%[57.1 µM],-22%,2%,-18%,5%[57.1 µM]
COc1cc(CCC(=O)Nc2nnc(-c3cccnc3)s2)cc(OC)c1OC,-1%,3%,-2,-1%,-5%,-45%,4%,-8%,-3%
COc1cc2ccc(C(C)=O)c(O)c2cc1OC,-3%,1%,-2,0%,.,.,-4%,-25%,.
COc1cc(/C=C/c2cc[n+](C)cc2)ccc1OCC(=O)Nc1ccc(Cl)c(Cl)c1,-3%,7%,6,-12%,-5%,?,3%,-19%,3%
Cc1ccc(C(c2nnnn2C2CCCCC2)N2CCN3CCCC3C2)cc1 (stereo not drawn),-1%,-9%,-2,-1%,-16%,17%,1%,4%,-6%
CCN1C(=O)[C@@H]2[C@@H](c3ccc(-c4ccc(F)cc4)cc3)N3CCC[C@@]3(C(=O)OC)[C@@H]2C1=O,-1%,6%,-3,0%,10%[57.1 µM],-15%,3%,-7%,-7%
CC1(C)OC2CC3C4CCC5=CC(=O)CCC5(C)C4(F)C(O)CC3(C)C2(C(=O)CO)O1 (stereo not drawn),0%,-9%,4,-1%,10%,6%,8%,-8%,8%
O=C(Nc1cccc(S(=O)(=O)N2CCCCC2)c1)c1ccc2c(c1)OCO2,-5%,7%,-17,-7%,8%,-12%,-1%,-11%,-9%
Cc1cc2nc(SCCN3CCCC3)[nH]c2cc1C,5%,-4%,0,0%,-2%,21%,0%,-11%,3%
CC1(C)C(=O)Nc2ccccc2N1C(=O)CSc1nnc2c(Cl)cc(Cl)cn12,-2%,-4%,0,2%,-14%,30%,-2%,2%,-10%
CN1CCN(c2ccc(C(CC(N)=O)NC(=O)c3ccccc3)cc2[N+](=O)[O-])CC1 (stereo not drawn),-2%,-2%,1,-1%,8%,-8%,-5%,-12%,2%
CCOc1ccc(N2CC(C(=O)Nc3ccc(S(=O)(=O)N4CCCCC4)cc3)CC2=O)cc1 (stereo not drawn),-4%,-13%,-5,1%,16%,-18%,2%,-5%,3%
C/C(=N\O)C(C)(C)Nc1cccc(Br)c1,1%,8%,-2,0%,31%,-6%,14%,-4%,1%
Cc1ccc(NC(=O)CCCCCN2C(=O)[C@@H]3Cc4ccccc4CN3C2=O)cc1,-3%,6%,-2,2%,15%[57.1 µM],-5%[56.9 µM],-4%,-21%,6%[57.1 µM]

# A portion of the library. The share of hits here may be higher or lower than overall.
